Source: PubChem BioAssay
esBAF inh = SWI/SNF esBAF complex inhibition; mouse ES cells, Bmi1-luciferase knock-in reporter, 24 h; 100% = twice the neutral-well signal; reporter increase, % at 12.5 µM; hit rate 2% among 350,000; AID 602393; in the data active means activation above about 40%; inconclusive means no clear call, values can overlap the other calls;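 further: 0% = median of the plate's neutral control wells and 100% = double that signal; a rise in the Bmi1 reporter signal indicates esBAF inhibition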
EWS-Fli inh = inhibitors of EWS/Fli oncoprotein transcriptional activity; A673 NR0B1-luciferase reporter, viability-normalised; inhibition, % at 12.6 µM; hit rate 0.67% among 350,000; AID 651661;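 active means mean inhibition of at least 50% after viability correction, with every replicate also passing that limit; inconclusive means mean reaches 50% but only one of two replicates passes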;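 further: firefly luciferase signal divided by Alamar Blue viability fluorescence both relative to DMSO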
XiGFP reactiv = activators of X-chromosome reactivation in mouse fibroblasts. XiGFP mouse fibroblasts, % GFP-positive cells imaging, 3 d; cells co-treated with 5-aza-dC sensitizer; scaled so ellipticine positive control = 100%. activation, % at 7.58 µM. hit rate 0.055% among 360,000. AID 743238;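 active means mean normalized replicate activation at least 10% and every replicate at or above 10%; inconclusive means only one of the two criteria met; inactive means mean below 10% and not all replicates reach 10%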;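 further: 0% = median of on-plate neutral control wells and 100% = ellipticine 6 µM median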
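System: SV40-immortalized XiGFP fibroblast cells, line 68-5-11 / Incubation: 3-day compound exposure, then 15 min fixation at room temperature / Compound: single concentration per compound, delivered by pin transfer / Buffer or medium: DMEM plus 5-aza-dC sensitizer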
RAD52 inh = inhibitors of human RAD52 DNA annealing | recombinant RAD52 DNA annealing, FRET fluorescence | inhibition, % at 18.7 µM | hit rate 0.46% among 360,000 | AID 651710;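 active means every replicate showing at least 50% inhibition; inconclusive means mean inhibition at least 50% but not in every replicate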
Target sequence (P43351 whole entry, looked up): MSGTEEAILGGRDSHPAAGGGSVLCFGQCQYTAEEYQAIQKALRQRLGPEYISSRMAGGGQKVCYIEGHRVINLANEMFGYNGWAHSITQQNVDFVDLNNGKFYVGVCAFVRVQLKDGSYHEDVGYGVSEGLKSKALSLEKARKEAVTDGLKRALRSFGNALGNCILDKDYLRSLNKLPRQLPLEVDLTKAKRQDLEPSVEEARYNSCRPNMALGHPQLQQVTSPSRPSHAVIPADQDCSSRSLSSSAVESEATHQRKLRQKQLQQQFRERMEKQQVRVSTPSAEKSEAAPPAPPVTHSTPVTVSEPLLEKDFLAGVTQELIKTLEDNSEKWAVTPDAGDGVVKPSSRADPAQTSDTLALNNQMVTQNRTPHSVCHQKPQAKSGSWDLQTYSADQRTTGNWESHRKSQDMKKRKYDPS
S100A4 MyoIIA = blocks human S100A4 binding to myosin IIA peptide | S100A4/TAMRA-MyoIIA peptide fluorescence polarization | hit rate 0.14% among 360,000 | P26447 | inhibition, % at 10.7 µM;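 active means mean inhibition of at least 70% across replicates, with every replicate also reaching that level; inconclusive means mean inhibition reaches 70% but some replicates fall short; inactive means mean inhibition below 70%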
Target sequence (P26447 whole entry, looked up): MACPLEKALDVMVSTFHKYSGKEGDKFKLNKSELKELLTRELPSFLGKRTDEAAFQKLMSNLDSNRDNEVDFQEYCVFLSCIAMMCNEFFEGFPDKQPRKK
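Test system – S100A4 monomer (human) · Compound – single-point compound testing · Schedule – 5 min incubation before reading · Probe or stimulus – TAMRA-labelled myosin IIA heavy-chain peptide probe, 5 nM · Benchmarks – neutral control DMSO, positive control TFP · Medium – Calcium-containing HEPES buffer, pH 7.2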
RAD54 inh = blocks human RAD54 Holliday junction branch migration; hit rate 0.14% among 360,000; AID 602329; inhibition, % at 10.4 µM; Q92698; FAM/BHQ fluorescence;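 active means mean normalized replicate activity at least 40 and at least half of replicates scoring 40 or more; inconclusive means only one of the two criteria met; inactive means mean below 40 and under half of replicates reaching 40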;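 further: 0% = median of neutral control wells and 100% = median of positive control wells; inhibitors cause a drop in the FAM fluorescence signal; in these data hits start at about 50%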
FN deposition inh = fibronectin deposition inhibition. AH1F fibroblasts, Alexa488-fibronectin deposition fluorescence, overnight. inhibition, % at 12.6 µM. hit rate 0.086% among 350,000;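 active means mean inhibition across replicates of 30% or more, regardless of how many single replicates reach that level; inconclusive means mean under 30% yet at least half of replicates reach 30%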;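 further: positive control wells lacked labelled fibronectin entirely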
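Assay system: AH1F fibroblasts / Quantity: 10000 cells per well / Medium: DMEM plus 2% serum, read in PBS / Reagent: labelled fibronectin 24 nM / Dosing: single dose, pinned / Times: 1 h cell attachment, overnight exposure to compound and label / Signal: fluorescence, ex 485 nm, em 525 nm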
E-sel inducer = induces E-selectin expression in human endothelial cells; HUVEC E-selectin immunofluorescence imaging; normalized: neutral wells 0, TNF-alpha wells 100; activation, % at 7.58 µM; hit rate 0.37% among 260,000; P16581;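 active means mean E-selectin-positive cell signal at least 10% of the positive control, reached in at least 60% of replicates, without over 20% cell loss; inconclusive means no rule given, readout overlaps actives, possibly toxicity-flagged; inactive means the rest, including those meeting only one limit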;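 further: in these data hits start at about 27%; measured in HUVEC primary endothelial cells; signal is the percent of cells scored E-selectin positive by PE staining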
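Test system: HUVEC | Signal: Immunofluorescence imaging | Read-out: Percent E-selectin-positive cells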
An asterisk follows results filed as active; ? = inconclusive; . = no result given. No enrichment for hits; about 3% have a hit in one of these screens.

SMILES	esBAF inh	EWS-Fli inh	XiGFP reactiv	RAD52 inh	S100A4 MyoIIA	RAD54 inh	FN deposition inh	E-sel inducer
CC(C)NC(=O)Nc1ccc2c(c1)C(=O)N([C@H](C)CO)C[C@@H](C)[C@@H](CN(C)Cc1ccc3c(c1)OCO3)OCCCC[C@H](C)O2	-4	-5	0.0	.	.	0	-3	.
COc1ccc(CCNc2ncnc3sc(C)cc23)cc1OC	-3	10	0.0	-10	1	1	-9	.
C[C@@H]1CCCCO[C@H](CN(C)S(=O)(=O)c2ccc(Cl)cc2)[C@H](C)CN([C@H](C)CO)C(=O)c2cc(NS(=O)(=O)c3cccs3)ccc2O1	-4	20	0.4	-7	-14	1	9	0.9
COc1ccc([N+](=O)[O-])cc1NC(=O)C(C)NNC(=O)c1cccc([N+](=O)[O-])c1 (stereo not given)	-7	13	0.1	-9	-2	0	0	-0.2
COc1ncnc(NS(=O)(=O)c2ccc(N)cc2)c1OC	0	-2	0.0	1	0	-4	-10	-1.7
Nc1nc(N)c(N=Nc2ccc(SCC(=O)O)cc2)c(=O)[nH]1	-9	8	0.0	-22	-8	0	4	0.0
CCN(Cc1ccncc1)C(=S)Nc1ccc(Cl)cc1	.	6	0.2	-9	3	.	-6	.
Cc1nc2c(cnn2-c2ccccc2)c(=O)n1/N=C/c1ccccc1	21	-15	0.3	2	1	-4	-9	2.2
O=C(COC(=O)/C=C/c1ccco1)NCc1ccc(Cl)cc1	-3	3	0.0	-68	0	0	5	0.0
C[C@@H]1CCCCO[C@H](CN(C)Cc2ccc(C(F)(F)F)cc2)[C@H](C)CN([C@@H](C)CO)C(=O)c2cc(N(C)C)ccc2O1	0	0	-0.5	3	2	2	.	2.7
CC(=O)Nc1cccc(C(=O)N/N=C/c2ccccc2F)c1	7	-25	0.1	-10	-11	.	10	-0.1
Cc1ccc(S(=O)(=O)N(C)CC(=O)NCC(c2ccco2)N(C)C)cc1 (stereo not given)	-2	1	0.1	-16	9	3	.	-0.4
Cc1ccccc1Cn1c(C)nc2ccccc21	-3	19	-0.2	-8	-11	7	-3	.
CCOc1ccc(NC(=O)c2ccc(NS(=O)(=O)c3cccc4cccnc34)cc2)cc1	-1	3	0.1	-9	-2	-1	0	.
COc1ccc(CN2CC3(CCN(C(=O)Cc4ccncc4)CC3)c3c([nH]c4cc(OC)ccc34)[C@@H]2CO)cc1	.	-4	0.2	-7	0	.	-4	0.0
Cc1nc([N+](=O)[O-])c(C(=O)OCc2ccccc2C#N)n1C	.	-6	0.3	-11	-6	.	.	.
C[C@H](CO)N1C[C@H](C)[C@H](CN(C)Cc2ccc(Oc3ccccc3)cc2)Oc2ccc(NC(=O)CCN3CCOCC3)cc2C1=O	-3	7	-0.3	0	-9	-3	11	-0.1
COC(=O)C1=C(C(=O)OC)[C@@H]2Nc3ccccc3[C@@]23C[C@@H](C(=O)OC)N(C(=O)c2cc(C)oc2C)C3=N1	12	3	0.2	.	.	8	-7	0.1
COc1ccc(S(=O)(=O)Nc2ccc3c(c2)CC(=O)N([C@H](C)CO)C[C@H](C)[C@@H](CN(C)C)O3)cc1	-4	10	0.4	12	1	-2	.	.
CCN(CC(=O)Nc1ccccc1OC)C(=O)CN1C(=O)NC2(CCCC2)C1=O	.	-3	-0.2	0	-142	.	4	-0.4
O=C(O)/C(=C\c1ccc(Cl)cc1)c1ccc(S(=O)(=O)N2CCCC2)s1	-7	6	0.3	-11	4	-6	-2	3.3
Cc1nnc(SCC(=O)N2CCC(c3noc4ccc(F)cc34)CC2)s1	-9	-7	.	-12	-2	9	.	.
CC1(C)CC2(CCO1)C(Nc1ccccc1)=NC(=S)N2c1ccccc1 (stereo not given)	.	-10	0.0	-9	1	.	-6	0.5
Cc1nn(CC(=O)Nc2ccc(F)cc2)c(=O)c2ccccc12	-8	-2	0.0	-7	-7	5	-2	.
O=C(C[C@@H]1C=C[C@H](NC(=O)C2CC2)[C@@H](CO)O1)NC1CCC1	5	-10	-0.9	-2	-14	8	-8	0.3

2 entries from above in a different format:
SMILES,esBAF inh,EWS-Fli inh,XiGFP reactiv,RAD52 inh,S100A4 MyoIIA,RAD54 inh,FN deposition inh,E-sel inducer
Cc1ccccc1Cn1c(C)nc2ccccc21,-3,19,-0.2,-8,-11,7,-3,.
CCOc1ccc(NC(=O)c2ccc(NS(=O)(=O)c3cccc4cccnc34)cc2)cc1,-1,3,0.1,-9,-2,-1,0,.

(list continues)
SMILES	esBAF inh	EWS-Fli inh	XiGFP reactiv	RAD52 inh	S100A4 MyoIIA	RAD54 inh	FN deposition inh	E-sel inducer
O=C(NCc1ccccn1)C1CC(c2ccccc2O)=NO1 (stereo not given)	.	4	0.2	-1	0	.	-7	.
C[C@H](CO)N1C[C@H](C)[C@H](CN(C)CC2CC2)Oc2cc(C#Cc3ccccc3F)ccc2S1(=O)=O	-7	3	0.2	-11	-2	0	-6	0.4
O=C(NCC[C@@H]1CC[C@H](NC(=O)C2CCCC2)[C@@H](CO)O1)c1cc(Cl)cc(Cl)c1	9	14	-0.5	0	7	8	.	-0.9
COc1ccc(S(=O)(=O)Nc2ccc3c(c2)CC(=O)N([C@@H](C)CO)C[C@H](C)[C@H](CN(C)Cc2ccc(-c4ccccc4)cc2)O3)cc1	2	-5	-0.2	-10	-53	-4	.	-0.2
CNc1ccccc1C(=O)OC	3	1	.	0	-12	-6	.	.
CC(=O)c1ccc(OCc2cc(C(=O)N(C)CCOc3ccc(C)cc3)no2)cc1	.	-87	0.1	-19	-4	2	2	.
CCC(=O)N1[C@@H]2Cn3c(ccc(/C=C/c4ccccc4)c3=O)[C@H]1[C@@H](C(=O)N(C)C)[C@@H]2CO	-5	-2	0.1	1	-6	-1	.	0.0
CCNC(=O)CSc1nc(-c2ccc(F)cc2)cs1	.	-40	0.2	-19	-7	.	0	4.3
COc1ccccc1C(=O)NCCC(=O)N1CCN(c2cccc(C(F)(F)F)c2)CC1	-3	-6	0.0	2	0	3	.	0.4
C[C@@H](O)C#Cc1cnc2c(c1)C(=O)N([C@@H](C)CO)C[C@H](C)[C@@H](CN(C)C(=O)Cc1ccccn1)O2	-3	2	-0.9	-4	3	3	-3	0.7
CCC(=O)N1CC2(C1)[C@H](c1ccccc1)[C@@H](CO)N2C(=O)c1cccnc1	.	0	0.0	-8	-6	.	.	-0.3
NS(=O)(=O)c1ccc(NS(=O)(=O)c2ccc(NC(=S)Nc3ccccc3)cc2)cc1	.	4	0.0	-17	-4	.	.	.
CN(C)CC(=O)N1[C@H](C#N)[C@@H](c2ccccc2-c2ccccc2F)[C@@H]1CO	.	13	0.1	17	3	.	-8	?
CO[C@@H]1CN(C)C(=O)c2ccc(NC(=O)Nc3c(C)noc3C)cc2OC[C@H](C)N(CC2CC2)C[C@@H]1C	-2	-8	0.2	-5	-4	13	3	-0.2
CCC(Oc1ccccc1)C(=O)N(CC)CC(=O)NCc1ccc(F)cc1 (stereo not given)	.	-1	0.2	-3	16	.	0	.
COc1ccc2c3c([nH]c2c1)[C@H](CO)N(Cc1ccncc1)CC31CN(CC2CCOCC2)C1	.	8	0.0	9	-8	.	.	-0.1
C[C@H](CO)N1C[C@H](C)[C@@H](CN(C)Cc2ccccn2)Oc2ncc(-c3ccc(F)cc3)cc2C1=O	1	-3	-0.9	-25	0	-2	-13	0.8
Cc1cccc(C)c1NC(=O)COC(=O)CNC(=O)C1CCCCC1	-5	2	-0.2	-2	-2	4	-5	.
COCC(=O)N(C)C[C@@H]1Oc2ncc(C#C[C@@H](C)O)cc2C(=O)N([C@@H](C)CO)C[C@@H]1C	2	5	0.0	-2	-3	3	7	-0.7
CCOc1ccc(C(=O)O[C@H]2[C@H](Cc3ccccc3)NS(=O)(=O)[C@H]3C[C@@H]4C=C[C@]23O4)cc1	-1	-9	0.0	-44	0	3	-1	0.0
O=C(CC1C(=O)NCCN1Cc1c(F)cccc1Cl)NCc1ccccc1 (stereo not given)	-3	0	0.0	-26	1	.	-3	1.6
CO[C@@H]1CN(C)C(=O)c2ccc(NC(C)=O)cc2OC[C@@H](C)NC[C@@H]1C	.	.	0.0	-5	.	.	6	-0.2
CCc1cc(C(=O)N/N=C/c2ccc(OC)cc2)c2ccccc2n1	16	35	0.0	-8	-1	-3	-1	.
COc1ccc(S(=O)(=O)N(C)C[C@H]2OCCCC[C@H](C)Oc3ccc(NC(=O)c4ccncc4)cc3C(=O)N([C@H](C)CO)C[C@@H]2C)cc1	0	7	0.1	2	-19	-8	11	0.2
Cc1noc(C)c1NC(=O)Nc1ccc2c(c1)C(=O)N([C@H](C)CO)C[C@H](C)[C@H](CN(C)C(=O)Nc1c(C)noc1C)OCCCC[C@H](C)O2	1	-11	0.0	13	-53	0	-6	0.3

Compounds listed so far containing a thiophene ring, fused or not:
SMILES	esBAF inh	EWS-Fli inh	XiGFP reactiv	RAD52 inh	S100A4 MyoIIA	RAD54 inh	FN deposition inh	E-sel inducer
COc1ccc(CCNc2ncnc3sc(C)cc23)cc1OC	-3	10	0.0	-10	1	1	-9	.
C[C@@H]1CCCCO[C@H](CN(C)S(=O)(=O)c2ccc(Cl)cc2)[C@H](C)CN([C@H](C)CO)C(=O)c2cc(NS(=O)(=O)c3cccs3)ccc2O1	-4	20	0.4	-7	-14	1	9	0.9
O=C(O)/C(=C\c1ccc(Cl)cc1)c1ccc(S(=O)(=O)N2CCCC2)s1	-7	6	0.3	-11	4	-6	-2	3.3

The results go on:
SMILES	esBAF inh	EWS-Fli inh	XiGFP reactiv	RAD52 inh	S100A4 MyoIIA	RAD54 inh	FN deposition inh	E-sel inducer
O=C(Cc1cccc(NC(=O)C2CCN(C(=O)C3CCCC3)CC2)c1)Nc1cccc(C(=O)N2CCCC2)c1	2	3	0.0	-24	-4	-5	-31	0.1
Cn1cc[n+](C)c1COc1ccc(C=O)cc1	-5	-48	0.0	-6	-3	-3	-8	0.1
C[C@H](CO)N1C[C@H](C)[C@@H](CN(C)C)Oc2c(NC(=O)Cc3ccccc3)cccc2C1=O	-5	4	-0.2	-11	-18	-2	6	.
O=C(CN1CCOCC1)N1c2ccccc2Sc2ccc(Cl)cc21	-2	1	0.0	0	2	0	-7	0.1
CCN(CC)CCC(c1cc(OC)c(OC)c(OC)c1)c1c(OC)cc(OC)c2ccc(=O)oc12 (stereo not given)	0	2	0.0	-15	8	1	-7	0.1
O=C(COC(=O)c1n[nH]c2ccccc12)NC1CCCCC1	15	-5	0.0	-14	-2	-3	.	-0.1
C[C@H]1CN([C@@H](C)CO)C(=O)c2cccc(NC(=O)c3nc4ccccc4s3)c2O[C@@H]1CN(C)Cc1ccc(-c2ccccc2)cc1	0	-3	0.3	-16	-16	2	.	-0.4
